Source: PubChem BioAssay (Sanford-Burnham Center for Chemical Genomics)
Apaf1 inhib: inhibitors of human Apaf-1 apoptosome. O14727. reconstituted apoptosome caspase-3 activity, DEVD-Rh110 fluorescence. inhibition, % at 20 µM. 330,000 tested, 0.71% active. AID 489030; active = inhibition of at least 40% at 20 µM;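 also: plate controls were DMSO wells for no effect and DEVD-CHO caspase inhibitor wells for full effect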
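detection = Rh110 fluorescence intensity | test system = biochemical Apaf-1 apoptosome reconstitution | also added = cytochrome c and DEVD-Rh110 substrate | schedule = 30 min plus 50 min, RT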
SENP7 block: SENP7 protease inhibition; Q9BQF6; inhibition, % at 5 µM; 330,000 tested, 1.5% active; recombinant SENP7, Z-RLRGG-aminoluciferin luminescence, 40 min;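 active = inhibition above about 50% at the single test dose, limit read from the data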;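 also: plate controls were DMSO with enzyme for no effect and no enzyme buffer wells for full effect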
Target sequence (Q9BQF6 706-1050 limits assumed): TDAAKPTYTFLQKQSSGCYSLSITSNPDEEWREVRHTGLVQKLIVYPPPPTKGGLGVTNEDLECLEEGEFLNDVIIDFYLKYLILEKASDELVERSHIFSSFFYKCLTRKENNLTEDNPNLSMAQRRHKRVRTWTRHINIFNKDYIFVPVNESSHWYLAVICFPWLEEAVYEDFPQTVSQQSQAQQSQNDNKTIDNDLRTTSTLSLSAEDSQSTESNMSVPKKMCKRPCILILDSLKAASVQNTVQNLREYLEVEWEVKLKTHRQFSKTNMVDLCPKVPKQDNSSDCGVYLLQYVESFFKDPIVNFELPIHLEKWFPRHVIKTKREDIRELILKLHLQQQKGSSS
SENP8 inh: blocks the human protease SENP8. 330,000 tested, 1.2% active. AID 2540. Q96LD8. purified SENP8, Z-RLRGG-aminoluciferin cleavage, luminescence. inhibition, % at 10 µM
Target sequence (Q96LD8 whole entry, looked up): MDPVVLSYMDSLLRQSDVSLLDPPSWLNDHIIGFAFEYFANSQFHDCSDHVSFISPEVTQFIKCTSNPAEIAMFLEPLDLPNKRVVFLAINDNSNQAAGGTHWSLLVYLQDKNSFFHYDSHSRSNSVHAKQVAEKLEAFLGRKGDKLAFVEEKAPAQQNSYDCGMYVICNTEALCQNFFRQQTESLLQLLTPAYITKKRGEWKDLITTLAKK
Jurkat NFkB inh: inhibitors of the PMA/ionomycin-induced NF-kB reporter in Jurkat cells; 330,000 tested, 0.53% active; AID 435003; inhibition, % at 4 µM; PMA/ionomycin-induced NF-kB luciferase reporter, luminescence
UBC13 inh: blocks human UBC13 polyubiquitin chain formation | P61088 | TR-FRET | inhibition, % at 20 µM | 330,000 tested, 0.47% active | AID 485273; in the data active = inhibition above about 45%, passing the limit was not always enough
Target sequence (P61088 whole entry, looked up): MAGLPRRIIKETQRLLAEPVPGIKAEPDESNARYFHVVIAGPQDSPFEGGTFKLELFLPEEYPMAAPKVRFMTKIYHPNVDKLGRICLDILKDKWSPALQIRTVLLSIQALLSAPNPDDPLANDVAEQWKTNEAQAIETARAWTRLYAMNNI
Gli-Sufu block: antagonists of Gli-Sufu signaling; Sufu-KO-LIGHT fibroblasts, Gli luciferase reporter luminescence; inhibition, % at 5 µM; 340,000 tested, 0.74% active; AID 588413;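 active = inhibition above about 55%, limit read from the data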;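 also: 0% = DMSO-treated cells and 100% = wells with medium but no cells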
HKDC1 inh: inhibitors of human hexokinase HKDC1 | Q2TB90 | 340,000 tested, 0.16% active | inhibition, % at 20 µM | recombinant HKDC1, G6PDH/diaphorase resazurin coupled fluorescence;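 active = inhibition above about 35% when tested at 20 µM, limit read from the data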;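 also: plate controls were DMSO wells with enzyme for no effect and DMSO wells lacking enzyme for full effect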
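Material – in-house recombinant HK5 (HKDC1) enzyme · Quantity – HKDC1 at 5 µg/mL · Buffer or medium – pH 8.0 Tris buffer with 10 mM MgCl2 · Reagent – glucose with 1 mM ATP · Dosing – single 20 µM dose · Times – reaction time 90 min, room temperature, protected from light · Technique – resorufin fluorescence at 613 nm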
697 NFkB inh: lowers PMA/ionomycin-induced NF-kB signal in 697 B cells; 697 B-cell NF-kB luciferase reporter, 16 h; inhibition, % at 4 µM; 330,000 tested, 0.33% active; in the data active = inhibition above about 35%
The depositor's hits bear a star; . = no result given. Rule as the data show it, unless noted: active = inhibition above about 50%; inactive = the rest.

SMILES	Apaf1 inhib	SENP7 block	SENP8 inh	Jurkat NFkB inh	UBC13 inh	Gli-Sufu block	HKDC1 inh	697 NFkB inh
N#C/C(=C1/C(=O)Nc2ccc(Br)cc21)c1ccccn1	-8	3	6	3	-10	3	15	9
CCOC(=O)/C(C#N)=C/c1ccc(OCC(=O)Nc2cc(C)ccc2C)c(OC)c1	5	7	-1	12	2	6	0	18
COc1ccc(CCNC(=O)c2ccc(Cl)c(S(=O)(=O)N(C)c3ccccc3)c2)cc1	10	-10	-4	0	2	3	-5	-25
Cc1ccc(NC(=O)c2sc3ncn(CC(=O)N4CCOCC4)c(=O)c3c2C)c(Br)c1	3	10	-10	-6	4	-5	-5	-24
O=C1C(c2c(O)[nH]c3ccccc23)=Nc2ccccc21	-18	-9	3	-18	-49	0	-2	-52
CCOC(=O)C1(Cc2cccc(OC)c2)CCCN(S(=O)(=O)CC)C1 (stereo not given)	8	-11	-8	0	-7	35	-7	-1
Cc1ccc(SCc2noc(C(=O)NC(C)C)c2C(=O)O)cc1C	5	-1	-4	17	-14	-1	0	10
COc1ccc(C(=O)N/N=C/c2cccnc2)cc1	6	4	5	-29	-3	2	-6	-6
C[C@@]1([C@@H](NC(=O)c2cccs2)c2ccc(-c3ccccc3)cc2)C[C@H]1C1CCCCC1	7	-4	2	15	-23	-6	-2	0
OC(COCc1ccccc1)CN1CCN(Cc2ccc3c(c2)OCO3)CC1 (stereo not given)	-15	0	1	5	9	11	-6	11
CN(C)S(=O)(=O)c1cccc(NC(=O)c2sccc2-c2ccccc2)c1	8	8	7	1	0	-2	0	-10
COc1ccccc1C1=NOC(C)(c2nnc(-c3cccc(Cl)c3)o2)C1 (stereo not given)	3	5	1	3	3	-6	6	8
CCN(C(=O)CN1CCc2ccccc21)c1c(N)n(Cc2ccccc2)c(=O)[nH]c1=O	-2	-5	-3	12	4	0	-1	9
CCOC(=O)CSc1nc2sc3c(c2c(=O)n1-c1ccccc1)CCN(C)C3	4	-5	-8	-3	-1	0	-3	12
Cc1nc2c3cc(Cl)ccc3n(CCN3CCOCC3)c2s1	-10	5	1	17	7	5	-5	-11
COc1ccc(-c2nnc(SCC(=O)NCc3ccco3)n2C)cc1	8	-3	-7	0	-13	-44	-3	15
Cc1cc2nc3n(c2cc1C)CCCN3	1	3	3	-33	-1	11	-1	-20
Cc1ccc(OCC(=O)NC(C)c2ccccc2)c([N+](=O)[O-])n1 (stereo not given)	0	1	4	2	6	8	-12	13
O=C1CC(c2ccccc2)CC(O)=C1C=NCC1CCCO1 (stereo not given)	4	-7	-1	5	0	-8	-8	8
CCCOc1cccc(C2/C(=C(/O)c3ccc4c(c3)CC(C)O4)C(=O)C(=O)N2CCN2CCOCC2)c1 (stereo not given)	3	2	-2	5	-16	-6	3	-7
COc1cc(C(=S)N2CCCCC2)ccc1O	10	-14	-11	3	-4	7	-5	-2
COCCN(CCOC)C(=O)CSc1ccc(S(=O)(=O)N2CCN(C)CC2)cn1	0	-2	2	8	5	-3	1	-1
Cc1c(NC(=S)NC(=O)c2cccc3ccccc23)cccc1C(=O)O	8	-7	1	1	7	-17	-3	12
COc1cc(/C=C(/NC(=O)c2ccccc2)C(=O)Nc2ccccc2)c([N+](=O)[O-])cc1OC	9	9	5	-9	-19	1	-5	-33
NS(=O)(=O)c1ccc(CCNC(=O)CCCOc2ccccc2)cc1	-3	-9	-4	9	-1	-4	-8	19

16 of the compounds above, with two lines to a compound.
Below each compound – Apaf1 inhib	SENP7 block	SENP8 inh	Jurkat NFkB inh	UBC13 inh	Gli-Sufu block	HKDC1 inh	697 NFkB inh
> Cc1ccc(NC(=O)c2sc3ncn(CC(=O)N4CCOCC4)c(=O)c3c2C)c(Br)c1
→ 3	10	-10	-6	4	-5	-5	-24
> O=C1C(c2c(O)[nH]c3ccccc23)=Nc2ccccc21
→ -18	-9	3	-18	-49	0	-2	-52
> CCOC(=O)C1(Cc2cccc(OC)c2)CCCN(S(=O)(=O)CC)C1 (stereo not given)
→ 8	-11	-8	0	-7	35	-7	-1
> Cc1ccc(SCc2noc(C(=O)NC(C)C)c2C(=O)O)cc1C
→ 5	-1	-4	17	-14	-1	0	10
> COc1ccc(C(=O)N/N=C/c2cccnc2)cc1
→ 6	4	5	-29	-3	2	-6	-6
> C[C@@]1([C@@H](NC(=O)c2cccs2)c2ccc(-c3ccccc3)cc2)C[C@H]1C1CCCCC1
→ 7	-4	2	15	-23	-6	-2	0
> OC(COCc1ccccc1)CN1CCN(Cc2ccc3c(c2)OCO3)CC1 (stereo not given)
→ -15	0	1	5	9	11	-6	11
> CN(C)S(=O)(=O)c1cccc(NC(=O)c2sccc2-c2ccccc2)c1
→ 8	8	7	1	0	-2	0	-10
> COc1ccccc1C1=NOC(C)(c2nnc(-c3cccc(Cl)c3)o2)C1 (stereo not given)
→ 3	5	1	3	3	-6	6	8
> CCN(C(=O)CN1CCc2ccccc21)c1c(N)n(Cc2ccccc2)c(=O)[nH]c1=O
→ -2	-5	-3	12	4	0	-1	9
> CCOC(=O)CSc1nc2sc3c(c2c(=O)n1-c1ccccc1)CCN(C)C3
→ 4	-5	-8	-3	-1	0	-3	12
> Cc1nc2c3cc(Cl)ccc3n(CCN3CCOCC3)c2s1
→ -10	5	1	17	7	5	-5	-11
> COc1ccc(-c2nnc(SCC(=O)NCc3ccco3)n2C)cc1
→ 8	-3	-7	0	-13	-44	-3	15
> Cc1cc2nc3n(c2cc1C)CCCN3
→ 1	3	3	-33	-1	11	-1	-20
> Cc1ccc(OCC(=O)NC(C)c2ccccc2)c([N+](=O)[O-])n1 (stereo not given)
→ 0	1	4	2	6	8	-12	13
> O=C1CC(c2ccccc2)CC(O)=C1C=NCC1CCCO1 (stereo not given)
→ 4	-7	-1	5	0	-8	-8	8

(next part)
SMILES	Apaf1 inhib	SENP7 block	SENP8 inh	Jurkat NFkB inh	UBC13 inh	Gli-Sufu block	HKDC1 inh	697 NFkB inh
Cc1cc([N+](=O)[O-])nn1CC(=O)NNC(=S)Nc1ccc(Cl)cc1	-8	12	5	2	-8	4	-9	1
Nc1c2c(nc3ccc(Br)cc13)N(c1ccccc1)CC2	14	-2	-6	-3	36	1	-7	-11
Cc1ccc(Oc2ccc(NC(=O)C3=CC=CN4CCS(=O)(=O)N=C34)cc2)cc1	18	-4	-10	-4	8	6	4	-22
O=C(Cc1ccccc1[N+](=O)[O-])OCc1cccc([N+](=O)[O-])c1	7	-11	-8	-10	3	.	.	13
O=c1c2c(nc3n1CCCCC3)sc1c(O)cccc12	-14	46	32	-107	80*	-31	2	-133
CN1CCCN(S(=O)(=O)c2cccc(C#N)c2)CC1	3	-2	-7	-11	-7	4	0	9
Cn1c(NCc2cccc(Br)c2)nc2ccccc21	5	0	-14	-19	-11	-12	2	-9
CN1C(=S)SC(N(O)C(=O)NC2CCCCC2)C1(C)C (stereo not given)	-2	-3	1	11	4	5	-4	-4
COc1ccc(NC(=O)C2Cc3cc(S(=O)(=O)N4CCCCC4)ccc3N2C(C)=O)cc1Cl (stereo not given)	10	-15	-8	-2	-2	23	-1	-4
COc1cccc2cc(-c3nnc(SCC(=O)Nc4cc(C(F)(F)F)ccc4Cl)n3N)oc12	9	-3	-9	-3	-17	-1	8	-4
CCn1c(SCC(=O)N2CCC(C)CC2)nc2c(c1=O)SCC2	12	4	-1	8	0	10	-6	6
CCC(=O)Nc1nc2ccc3sc(C)nc3c2s1	-16	-6	-3	-38	-1	24	5	-33
COc1cc(C(=O)NCCC(=O)NC2CCCc3ccccc32)cc(OC)c1OC (stereo not given)	5	8	8	10	-3	-12	-3	0
O=C(c1ccccc1)c1ccccc1C(=O)N1CCCC1	-2	8	3	2	13	-1	-5	-14
Cc1ccc(C(=O)NCc2ccco2)c(C)c1	4	6	9	-10	-2	-43	3	-2
CCCOc1ccc(C(=O)NC(=S)Nc2nc3ccccc3s2)cc1	0	92*	-6	-20	0	-19	-14	-37
COC(=O)C1=C(C)N(Cc2ccccc2)C(=NCCCCO)N[C@H]1c1cccc(C(F)(F)F)c1	34	-4	-6	-6	34	6	-4	5
CCCCCCC(=O)Oc1ccc(N2C(=O)CCC2=O)cc1	-14	3	-7	-4	4	4	-9	8
Cc1ccc(NC(=O)CN2CCC(NC(=O)c3cccc(F)c3)CC2)cc1C	3	-2	12	2	-2	9	-1	9
Oc1ccccc1N1CCN(C(=S)NCc2ccccc2)CC1	8	-8	-14	-11	-12	-26	3	-10
COc1cc2oc(=O)cc(-c3ccc(-c4ccc(CO)cc4)cc3)c2c(OC)c1OC	19	-12	.	.	.	-2	3	-10
Cc1cc(SCc2ccc(Cl)cc2)nc(=O)[nH]1	3	-5	2	9	0	-9	-3	0
COCCN(C(=O)c1csnn1)C(C(=O)NC1CCCC1)c1ccccc1F (stereo not given)	-6	5	7	7	4	-12	-5	16
Cc1ccc(S(=O)(=O)N2CCOC2CNC(=O)C(=O)NCCc2c[nH]c3ccccc23)cc1 (stereo not given)	-1	6	-4	2	8	13	-4	13
CCN(CC)CCNC(=O)Cn1nc(-c2ccccc2)c2ccccc2c1=O	12	-6	-6	-24	-14	9	-4	6
COC(=O)CNC(=O)CSc1nc2sc(-c3ccccc3)cc2c(=O)n1-c1ccccc1	-7	7	-2	-2	-5	4	1	11
COc1ccc(NC(=O)C2=Cc3ccccc3OC2)cc1	3	73*	61*	-95	2	-119	3	0
CCOc1ccc(NC(=O)CN(C)C(=O)CCNC(=O)c2ccccc2Cl)cc1OCC	0	6	-2	-7	-2	-4	0	-11
Fc1cccc(Nc2cc(-n3cccn3)ncn2)c1	-4	28	3	-12	7	-21	-4	-46
COC(=O)c1cc(=O)n(Cc2cccs2)c(=Nc2ccc(F)cc2)s1	22	-17	-11	-4	7	3	17	14
